# Source: PubChem BioAssay
# DT40 TDP1 CPT = DT40-hTDP1 cell growth loss with CPT. chicken DT40 Tdp1-/-;hTDP1 cells + 20 nM CPT, ATP luminescence, 48 h. hit rate 12% among 420,000. Potency, µM (series often up to 46.2 µM), without a hit: at the top dose activity change, negative = growth inhibition, actives largely listed as inhibitors; further: nearly all actives have a fitted effect of over 55% in size
#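 Chicken DT40 Tdp1-/- cells stably complemented with human TDP1 were seeded at 400 cells/well in medium containing 20 nM camptothecin, exposed to pin-transferred compounds, and grown at 37 °C for at least 48 hr. Viability was read as ATP luminescence.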
# FEN1 inhibitor = blocks human flap endonuclease 1; P39748; Recombinant FEN1 flap cleavage, fluorescence, 15 min; hit rate 0.35% among 390,000; Potency, µM (top dose mostly 114 µM), inactives show at the highest dose activity change, negative = inhibition, actives largely listed as inhibitors; further: nearly all actives have a fitted effect of over 65% in size
# Target sequence (P39748 whole entry, looked up): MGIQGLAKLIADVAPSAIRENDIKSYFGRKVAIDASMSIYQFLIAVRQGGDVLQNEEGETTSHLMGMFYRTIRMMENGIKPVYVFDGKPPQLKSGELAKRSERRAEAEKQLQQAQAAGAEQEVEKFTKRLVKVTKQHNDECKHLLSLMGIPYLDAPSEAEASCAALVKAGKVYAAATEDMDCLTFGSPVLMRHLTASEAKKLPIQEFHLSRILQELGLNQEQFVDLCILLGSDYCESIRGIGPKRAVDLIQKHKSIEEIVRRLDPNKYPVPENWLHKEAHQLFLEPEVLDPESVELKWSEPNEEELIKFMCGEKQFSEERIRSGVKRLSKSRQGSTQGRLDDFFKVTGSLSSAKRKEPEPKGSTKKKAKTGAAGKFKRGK
#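 FEN1 at 10 nM, compound pretreatment for 15 min (room temperature), 50 nM final substrate to initiate; endpoint reads at 0 and 15 min; DMSO-only plates used as vehicle background.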
# GCN5L2 inh = blocks human GCN5L2 histone acetyltransferase | Q92830 | GCN5L2 HAT assay, ThioGlo1 CoA-SH fluorescence | Potency, µM (doses to about 58.9 µM), for inactives: at the highest dose activity change, negative = inhibition, actives largely listed as inhibitors | hit rate 0.21% among 390,000 | AID 504327
#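 GCN5L2 (20nM final) in 50mM HEPES, 0.1mM EDTA pH 7.5, 0.01% Tween-20 was preincubated 15 min at room temperature with compound, then given ThioGlo1 (50uM), H3(1-25) peptide (75uM) and acetyl-CoA (70uM); CoA-thiol fluorescence (Ex340/Em540) was read at 0 and 20 min.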
# Numbers without * were called inactive; ? = inconclusive; . = no result given; & = joins results of further samples; [ ] = another dose, or the depositor's remark. The call rests on the fitted dose curve; in most records, active means well fitted curve in the direction sought with a large enough effect; inconclusive means small, poorly fitted or top-dose-only effect, or another doubt; inactive means no such curve, though single readings can be large; an effect the other way counts as inactive or inconclusive. On the % scale 0 is the no-effect control and ±100 the full control effect; potency means the concentration at half of the fitted maximal effect. Some of the compounds tested; count on the stated rates, not on these rows.
# Below each SMILES: DT40 TDP1 CPT	FEN1 inhibitor	GCN5L2 inh
CCCN1CCN(S(=O)(=O)c2ccc3c(c2)OCCO3)CC1
→ -10%&19%	-12%&1%	-3%
O=C(/C=C/c1ccco1)NC(=S)Nc1cc(C(F)(F)F)ccc1N1CCOCC1
→ -20%	-2%	3%
O=C(COC(=O)c1cccs1)NCCN1C(=O)CSC1=O
→ -10%	-1%	0%
C/C(=C\[C@@H](NP(=O)(c1ccccc1)c1ccccc1)c1ccccc1)CO[Si](c1ccccc1)(c1ccccc1)C(C)(C)C
→ ?	-29%	.
COc1ccc(C(=O)Nc2cc(C)cc(C)c2)cc1S(=O)(=O)N1CCOCC1
→ -4%	-12%	-20%
COc1ccc(SCCN2CC[C@@H](C)CCC2=O)cc1
→ ?	19%&-16%	1%
COc1ccc(C2C(=O)N(C3CCCCCC3)CC(=O)N2CCc2ccc(Cl)cc2)cc1OC (stereo not given)
→ 23µM*	-14%	-2%
Cc1ccc(NNC(=S)Nc2ccc(C(C)C)cc2)c(C)c1
→ ?	-22%	0%
COCCOc1ccc(C(F)(F)F)cc1NC(=O)COC(=O)Cc1c[nH]c2ccccc12
→ -23%	-27%	-11%
Cc1ccccc1Nc1c(-c2cccc(N(C)C)c2)nc2ccc(Br)cn12
→ 13µM*	-1%	-10%
O=C(O)/C=C/c1cccc2c1OCCO2
→ -9%	5%	-11%
O=C(COn1nnc2ccc(Cl)cc21)NC12CC3CC(CC(C3)C1)C2
→ ?	-8%	-2%
Cc1[nH]c2ccccc2c1-c1csc(NC(=O)CN2CCOCC2)n1
→ ?	-11%	3%
CCOc1ccc(CC2S/C(=N/c3ccccn3)NC2=O)cc1 (stereo not given)
→ -20%	10%	-3%
C=C(C)C(=O)NNc1ccccc1
→ 5.2µM*	4%	-8%
O=C(COC(=O)c1cccc(C(=O)OCC(=O)c2ccc(Br)cc2)n1)c1ccc(Br)cc1
→ 16µM*	1%	-1%
CC1CCc2c(sc3nnn(CC(=O)Nc4ccccc4Cl)c(=O)c23)C1 (stereo not given)
→ ?	6%	1%
CCn1cc(/C=N/NC(=O)c2ccc3c(c2)OCO3)c(C)n1
→ 6%	-4%	-1%
COc1cccc(Oc2ccc(S(=O)(=O)N3CCOCC3)cc2[N+](=O)[O-])c1
→ -19%	-4%	0%
O=C(c1ccc(COc2ccc(Cl)cc2Cl)o1)N1CCCC1
→ -30%	-5%	-19%
C=C1C(O)[C@@H]2O[C@]3(CC[C@H](/C=C/C(C)[C@@H]4CC(C)=CC5(O[C@H](C[C@@](C)(O)CO)CCC5O)O4)O3)CC[C@H]2O[C@@H]1C(O)CC(C)[C@H]1OC2(CCCCO2)CCC1C (stereo not given in full)
→ 1.5µM*	40%	2%
CCOC(=O)c1nnc(-c2cccs2)nc1Oc1ccccc1C(=O)OC
→ -23%	-13%	-6%
O=C(NCCN1CCOCC1)C(=O)NCc1ccco1
→ -13%	-7%	7%
Cn1c(=O)c2c(ncn2CC(=O)OCC(=O)NC2CCCc3ccccc32)n(C)c1=O (stereo not given)
→ -2%	-7%	-3%
CC(O)Cn1cnc2c1c(=O)n(C)c(=O)n2C (stereo not given)
→ -3%	-18%	-1%
O=C(O)COc1ccccc1/C=N/NC(=O)CSc1nnc(SCc2ccc(Cl)cc2)s1
→ -23%	15%	-17%
CCOC(=O)C1=C(C)N(C[C@@H]2CC[C@@H](Cc3ccc(-c4ccccc4)cc3)O2)C(=O)NC1c1ccc(-c2ccccc2)cc1 (stereo not given in full)
→ ?	-10%	-4%
O=CN/C=C/c1cc(O)ccc1O
→ 4.1µM*	18µM*	-13%
Cc1ccc(S(=O)(=O)CCC(=O)OCC(=O)N2CCN(S(=O)(=O)c3ccccc3)CC2)cc1
→ -14%	-2%	-16%
CCOc1ccc(NC(=O)NNC(=O)c2ccc(CC)s2)cc1
→ -2%	-13%	-9%

# The final four entries of the part before come first, to join the parts:
# Below each SMILES: DT40 TDP1 CPT	FEN1 inhibitor	GCN5L2 inh
CCOC(=O)C1=C(C)N(C[C@@H]2CC[C@@H](Cc3ccc(-c4ccccc4)cc3)O2)C(=O)NC1c1ccc(-c2ccccc2)cc1 (stereo not given in full)
→ ?	-10%	-4%
O=CN/C=C/c1cc(O)ccc1O
→ 4.1µM*	18µM*	-13%
Cc1ccc(S(=O)(=O)CCC(=O)OCC(=O)N2CCN(S(=O)(=O)c3ccccc3)CC2)cc1
→ -14%	-2%	-16%
CCOc1ccc(NC(=O)NNC(=O)c2ccc(CC)s2)cc1
→ -2%	-13%	-9%
CCCN(Cc1nnc(-c2ccccc2Cl)o1)C(=O)c1cc2ccccc2o1
→ ?	-22%	-5%
O=C(c1cc2ccccc2oc1=O)N(Cc1cccs1)Cc1ccccc1Cl
→ ?	-22%	-4%
CC1CN(C(=O)COC(=O)c2ccc(S(=O)(=O)N(C)C)cc2)CC(C)O1 (stereo not given)
→ -5%	-5%	-3%
CSc1ccc(CN2CCCN(C)CC2)cc1
→ -7%	-1%	0%
CCc1nnc(NC(=O)CCC(=O)NCC2CCCO2)s1 (stereo not given)
→ 6%	-2%	2%
CCN(CC)c1ccc(/C=N\NC(N)=O)cc1
→ -21%	8%	33%[activator]
CCOc1ccc(S(=O)(=O)NN=C2CCN(C(C)=O)CC2)cc1
→ -17%	10%	-1%
CCc1noc(C)c1C(=O)Nc1nc2c(F)cc(F)cc2s1
→ ?	-14%	3%
CN(C)c1cccc(C(=O)n2cc(C(=O)c3cc(F)ccc3O)cn2)c1
→ -2%	-8%	0%
O=C(NC(Cc1ccccc1)C(=O)O)/C(=C/c1ccccc1)NC(=O)c1ccc(Br)o1 (stereo not given)
→ -10%	-1%	-1%
Cc1ccc(-n2ncc3c(N(CC(C)C)CC(C)C)ncnc32)c(C)c1
→ 21µM*	?	-3%
CC(C)CC(=O)Nc1cccc(NC(=O)c2ccccc2Cl)c1
→ -14%	0%	-1%
COCC(C)NC(=O)c1cc2cccc([N+](=O)[O-])c2[nH]1 (stereo not given)
→ 18%	-11%	-14%
CCn1ccnc1C(O)c1ccccc1OC (stereo not given)
→ 11%&-6%	-7%&-2%	3%
CCCCCNC(=O)c1ccc2c(=O)n(CC3CCCO3)c(=O)[nH]c2c1 (stereo not given)
→ -27%	4%	-4%
Cc1ccc(NC(=O)c2c(C)oc3ccc(O)c(CN4CCCCCC4)c23)c(C)c1
→ 9.2µM*	10%	4%
Cc1ccccc1NC(=S)Nc1ccccc1
→ -6%	5%	-21%
NNc1nc2c(-c3ccc(Cl)cc3)nnn2c2ccccc12
→ 10µM*	-12%	-5%
COc1ccccc1-c1cc2nc(C)c(CCC(=O)O)c(C)n2n1
→ 4%	-20%	0%
COc1ccc(C)cc1NC(=O)CN(C)C1CCCCC1
→ ?	1%	0%
O=C(OCC(=O)N1CCc2ccccc2C1)c1cccnc1Cl
→ 0%	4%	4%
Oc1ccc(-c2[nH]ncc2-c2nc3ccccc3s2)c(O)c1
→ -5%	8%	2%
COCCn1c(C)cc(C(=O)CSc2nc(C)nc3sc4c(c23)CCC4)c1C
→ 16µM*	-4%	.
CCOC(=O)C1CCN(C2CCN(C(=O)c3oc4c(F)cccc4c3C)CC2)CC1
→ ?	3%	-1%
O=C(CN1C(=O)COc2ccccc21)N(Cc1ccccc1)Cc1ccccn1
→ -21%	-13%	-4%
O=C(O)C1CN(c2nc(Cl)ccc2[N+](=O)[O-])C1
→ 4%	3%	-4%
COc1ccccc1NC(=O)N1CCc2[nH]c3ccc(F)cc3c2C1
→ -6%	-1%	-4%
O=C(CSc1ncccn1)NCc1ccccc1Cl
→ 0%	-3%	0%
O=C(CN1C(=O)C(=O)N(Cc2ccccc2)C1=O)Nc1cc(Cl)cc(Cl)c1
→ ?	-4%	?
Cc1c(S(=O)(=O)NC2CCCCCC2)c(=O)n(C)c(=O)n1C
→ -17%	4%	1%
CCCCN(C)CCCNC(=O)Cn1ncc2c3ccccc3n(Cc3cc(C)ccc3C)c2c1=O
→ 2.6µM*	0%	-4%
CC(NS(=O)(=O)c1cccc(Cl)c1)C(=O)Nc1ccc(-c2nc3ccccc3s2)cc1 (stereo not given)
→ ?	-5%	-7%
Cc1cc(-c2nnc(CCC(=O)NCc3cc(F)cc(C(F)(F)F)c3)o2)no1
→ -14%	2%	-9%
CC(C)C(NC(=O)c1c(F)cccc1F)C(=O)N1CCN(c2ccccc2F)CC1 (stereo not given)
→ -18%	-1%	1%
CC12COC3(C(=O)Nc4ccccc4F)CC1CCC32C (stereo not given)
→ -12%	13%	-5%
Cc1[nH]ccc(=O)c1Oc1ncc(C(F)(F)F)cc1Cl
→ -3%	6%	-3%
O=S(=O)(N/N=C/c1ccc(OC2CSC2)cc1)c1ccccc1
→ 0%	-3%	-2%
COc1ccc(OC)c(S(=O)(=O)Nc2cccc(-c3ccc(N4CCCCCC4)nn3)c2)c1
→ ?	-19%&-9%	-13%&1%
Cn1nnnc1SCC(=O)Nc1ccccc1C(N)=O
→ -19%	2%	-6%
Cc1ccc2c(c1)C(c1ccncc1)=NNC(c1ccc(F)cc1)=N2
→ 1%	0%	2%
COc1ccccc1NC(=O)Cn1c(=O)n(Cc2ccccc2)c(=O)c2ccccc21
→ ?	-2%	-11%
CN(Cc1ccccc1)c1nc2c(c(=O)[nH]c(=O)n2C)n1CCOc1ccccc1
→ ?	-13%	-8%
COc1ccc(C2SCC(=O)N2CCCN(C)C)cc1 (stereo not given)
→ 3%	-7%	-4%
O=C(Nc1nnc(SCc2ccc(Cl)cc2)s1)C1CCCO1 (stereo not given)
→ -20%	-8%	-4%
Nn1c(SCC(=O)NCc2ccc3c(c2)OCO3)nnc1C(F)(F)F
→ 0%	21%	-2%
COC(=O)c1sccc1NC(=S)Nc1ccc(F)cc1F
→ 0%	-4%	10%
COc1ccc(-c2noc(CCC(=O)N3CCN(c4ccccc4)CC3)n2)cc1
→ -1%	-4%	2%
O=C(Nc1ccc([N+](=O)[O-])cc1)c1cn(-c2ccccc2)nc1-c1cc2ccccc2o1
→ 8.2µM*	-1%	-1%
CN(Cc1c(F)cccc1Cl)C(=O)c1ccc(NC(=O)CC2SC(N3CCCCC3)=NC2=O)cc1 (stereo not given)
→ -8%	30%	-8%
COCCCNC(=O)C1CCN(Cc2nc(-c3ccc(OC)c(OC)c3)oc2C)CC1
→ 18%	-7%	-1%
O=C(c1ccco1)N1CCN(Cc2nc3ccccc3c(=O)n2-c2ccc(F)cc2)CC1
→ ?	-14%	1%
CC1=NN(c2nc(-c3ccc(C)cc3)cs2)C(=O)C1N=Nc1ccccc1O (stereo not given)
→ 4.1µM*	11%	-6%
Cc1nc(COc2ccccc2Cl)sc1-c1ccnc(N)n1
→ ?	-2%	-3%
COC(=O)c1ccc(C(=O)OC)c(NC(=O)c2cnn3c(C(F)F)cc(-c4ccc(C)cc4)nc23)c1
→ -19%	17%	2%
COCC1CCN(C(=O)c2cc(COc3cc(C)c(Cl)c(C)c3)on2)C1 (stereo not given)
→ ?	13%	-5%
Fc1ccc(-c2csc(Nc3ccccn3)n2)c(F)c1
→ ?	-3%	1%
COc1ccc(C=NN=C2c3ccccc3-c3ccccc32)cc1O
→ ?	-16%	.
CC12CCC(C(=O)Nc3ccccc3Cl)(C(Br)C1=O)C2(C)C (stereo not given)
→ -2%	0%	-3%
C=CCn1c(SCC(=O)Nc2ccc(C(=O)O)cc2)nc2scc(-c3ccccc3)c2c1=O
→ 6%	1%	1%
CSCCC(NC(=O)c1ccc(Cl)cc1)C(=O)OCC(=O)Nc1cc(Cl)ccc1C (stereo not given)
→ -7%	-2%	-23%

# New compounds follow
# Below each SMILES: DT40 TDP1 CPT	FEN1 inhibitor	GCN5L2 inh
Cc1ccc(CN(CC(=O)NCc2ccccn2)S(=O)(=O)c2ccccc2)cc1
→ -6%	-5%	?
CCC(C)Sc1cc(-c2nc3cc(C)ccn3c2NC2CCCCC2)ccc1OC (stereo not given)
→ 21µM*	-2%	-26%
CCOc1ccc(-c2nc(SCC(=O)NC3CCCC3)c(-c3ccccc3)[nH]2)cc1OC
→ ?	-5%	-16%
Cc1nnc2c(NCCc3ccccc3)nc3ccccc3n12
→ -14%	1%	0%
C/C(=N\NC(=O)c1cccc(S(=O)(=O)N2CCOCC2)c1)c1ccc(OCC(=O)N(C)C)cc1
→ 13%	-8%	-13%
O=C(c1ccccc1Cl)N1N=C(c2ccc(Br)cc2)CC1c1nc2ccccc2[nH]1 (stereo not given)
→ ?	9%	-3%
CN(CCc1cnn(C)c1)Cc1cn(C)nc1-c1ccccc1F
→ 1%	4%	-3%
CCn1c2ccccc2c2nnc(SCC(=O)Nc3ccccc3OC)nc21
→ ?	4%	-2%

# Whole records, quoted from the list. Values in the order: DT40 TDP1 CPT | FEN1 inhibitor | GCN5L2 inh
# `C/C(=N\NC(=O)c1cccc(S(=O)(=O)N2CCOCC2)c1)c1ccc(OCC(=O)N(C)C)cc1` reads 13% | -8% | -13%
# `O=C(c1ccccc1Cl)N1N=C(c2ccc(Br)cc2)CC1c1nc2ccccc2[nH]1` (stereo not given) reads ? | 9% | -3%
